MrgX1 antagonist: blocks BAM8-22 activation of human MrgX1 receptor; 1.3% of 310,000 active; MRGX1-HEK293 calcium flux, Fluo-4, BAM8-22 antagonism; stronger effect = lower value; B-score at 10 µM; AID 588676; Q96LB2;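 active = calcium-response B-score plate-corrected more than 3 library SD below zero, starting fluorescence within 5 deviations, no agonist response on first addition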;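 also: peak minus trough fluorescence over baseline after final BAM8-22 challenge near maximal dose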
IEC-6 cytotox: kills IEC-6 intestinal cells in KLF5 counter-screen; IEC-6 cytotoxicity, luminescence viability; inhibition, % at 5 µM; 0.78% of 290,000 active; AID 1825; in the data active = inhibition above about 22%;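 also: 0% = plate median of test compound wells and 100% = cytotoxic reference compound wells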
TRPC4 act: activators of mouse TRPC4 channel; Q9QUQ5; HEK293 TRPC4beta/mu-opioid, Fluo4 calcium fluorescence; stronger effect = higher value; B-score at 10 µM; 0.49% of 310,000 active; AID 2237;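 active = B-score above 5 SD of library B-scores, and initial fluorescence ratio not above library mean plus 5 SD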;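 also: positive B-score marks a calcium rise read as TRPC4 activation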
Target sequence (Q9QUQ5 whole entry, looked up): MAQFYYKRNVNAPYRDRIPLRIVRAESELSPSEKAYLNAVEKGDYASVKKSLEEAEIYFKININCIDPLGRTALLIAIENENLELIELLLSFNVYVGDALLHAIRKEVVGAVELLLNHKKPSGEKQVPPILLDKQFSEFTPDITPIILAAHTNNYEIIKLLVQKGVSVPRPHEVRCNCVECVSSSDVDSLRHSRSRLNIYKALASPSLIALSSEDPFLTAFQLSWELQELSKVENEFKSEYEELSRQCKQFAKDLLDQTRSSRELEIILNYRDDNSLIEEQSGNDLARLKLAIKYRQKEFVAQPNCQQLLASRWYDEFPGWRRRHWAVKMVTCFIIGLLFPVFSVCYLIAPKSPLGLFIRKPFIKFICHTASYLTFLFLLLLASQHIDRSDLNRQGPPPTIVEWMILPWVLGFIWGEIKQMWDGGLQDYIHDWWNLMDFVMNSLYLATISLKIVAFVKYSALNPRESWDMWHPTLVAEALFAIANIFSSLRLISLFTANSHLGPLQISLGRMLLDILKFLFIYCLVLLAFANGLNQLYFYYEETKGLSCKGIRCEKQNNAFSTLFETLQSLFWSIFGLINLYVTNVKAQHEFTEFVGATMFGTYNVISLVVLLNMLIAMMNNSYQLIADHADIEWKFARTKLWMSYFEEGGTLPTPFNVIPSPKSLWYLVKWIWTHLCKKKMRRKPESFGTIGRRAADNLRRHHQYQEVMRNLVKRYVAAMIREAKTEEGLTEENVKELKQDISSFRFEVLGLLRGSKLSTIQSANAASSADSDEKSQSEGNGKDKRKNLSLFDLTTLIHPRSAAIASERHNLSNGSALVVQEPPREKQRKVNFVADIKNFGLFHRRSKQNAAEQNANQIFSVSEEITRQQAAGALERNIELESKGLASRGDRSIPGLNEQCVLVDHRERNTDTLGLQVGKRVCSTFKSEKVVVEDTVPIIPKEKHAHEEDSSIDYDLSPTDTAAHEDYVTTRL
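Material: TRPC4beta and mu-opioid receptor HEK293 stable cells | Incubation: 45 min room-temperature Fluo4 loading, 110 s read | Detection: Kinetic Fluo4 calcium fluorescence | Measure: Integrated baseline-normalised fluorescence ratio, converted to per-well B score | Benchmarks: Low control buffer alone, high control maximal DAMGO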
KLF5 inh: inhibitors of KLF5 expression; DLD-1 KLF5 promoter-luciferase reporter, luminescence; 0.23% of 290,000 active; inhibition, % at 5 µM;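 active = inhibition above a per-plate limit of that plate's mean compound inhibition plus 3 SD, cut at about 60% in these data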;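 also: 0% = DMSO wells and 100% = LY294002 at 200 µM; higher means less KLF5 promoter-driven luciferase light; inactives centre near -14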
TRPC6 inhibitor: blocks the mouse TRPC6 cation channel. Q61143. HEK293-TRPC6, membrane potential dye, ACh-evoked depolarization; stronger effect = lower value. B-score at 10 µM. 1.1% of 310,000 active. AID 2553;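 active = B-score under library mean minus 3 SD, initial fluorescence not abnormally high, positive integrated signal ratio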;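 also: B-score derived from integrated fluorescence ratio over the kinetic read; more negative B-score means stronger inhibition of depolarization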
TRPC4 PAM: allosterically enhances the mouse TRPC4 cation channel. Q9QUQ5. AID 2227. HEK293 TRPC4beta/mu-opioid, DAMGO EC20, Fluo-4 Ca2+ flux; stronger effect = higher value. B-score at 10 µM. 0.42% of 310,000 active;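 active = B-score of calcium response area above 5 SD of library B-scores, with initial fluorescence ratio within 5 SD of library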;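 also: B-score of integrated fluorescence ratio over time as area under calcium response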
aSyn UTR inh: 5' untranslated region of α-synuclein, MLPCN primary screen | 0.82% of 300,000 active | inhibition, % (tested at 7.5 µM) | alpha-synuclein 5'UTR reporter, inhibitor activity; in the data active = inhibition above about 60%;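 also: H4 neuroglioblastoma cells stably carrying SNCA 5'UTR luciferase fusion; 0% = DMSO wells and 100% = positive control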
TRPC6 act: activators of mouse TRPC6 channel | Q61143 | HEK293-TRPC6 membrane potential dye fluorescence; stronger effect = higher value | B-score at 10 µM | 0.13% of 310,000 active | AID 2550;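 active = B-score of the integrated fluorescence ratio above library mean plus 3 SD, and starting fluorescence ratio within library mean plus 5 SD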;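 also: higher score means more depolarization so channel activation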
HIF act: HIF pathway transcriptional activation | activation, % at 7.5 µM (by protocol) | U2OS HRE-luciferase reporter, luminescence; normalized: DMSO 0%, desferrioxamine 100% | 0.32% of 300,000 active;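 active = mean activation of at least 10% of the iron chelator positive control signal, with at least half of replicates also reaching 10%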
SKKanGAS inh: blocks kanamycin growth of S. pyogenes SKKanGAS strain; AID 1662; 1.3% of 300,000 active; inhibition, % at 7.5 µM; BacTiter-Glo, 6 h;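 active = mean replicate score, as percent of positive control median, at least 50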;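 also: strain carries kanamycin resistance gene driven by streptokinase promoter and grows in 40 µg/ml kanamycin; loss of luminescence reflects streptokinase promoter inhibition or plain growth inhibition; 0% = median of DMSO wells and 100% = positive control at its reference dose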
TRPC4 inh: inhibitors of mouse TRPC4 channel; B-score at 10 µM; AID 2247; HEK293 TRPC4beta/mu-opioid, DAMGO-evoked Fluo4 calcium flux; stronger effect = lower value; 0.39% of 300,000 active; Q9QUQ5;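 active = B-score over 3 SD under the library average, no early fluorescence shift, positive overall ratio signal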
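Signal: kinetic Fluo4 fluorescence imaging of calcium influx. Material: stable TRPC4beta/mu-opioid receptor HEK293 cells. Probe or stimulus: DAMGO in two steps, submaximal then maximal.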
Active calls of the source: *; i = inactive; · = not tested or not shown.

SMILES	MrgX1 antagonist	IEC-6 cytotox	TRPC4 act	KLF5 inh	TRPC6 inhibitor	TRPC4 PAM	aSyn UTR inh	TRPC6 act	HIF act	SKKanGAS inh	TRPC4 inh
O=C(Nc1ccccc1Cl)N1CCn2c(nc3ccccc32)C1	i	-1	i	-9	i	i	-15	i	1.6	-5	i
CC(=O)COc1coc(CN2CCN(c3ccc(F)cc3)CC2)cc1=O	i	-1	i	-11	i	i	7	i	-0.6	3	i
Cc1ccc(NC(=S)NNC(=O)c2cccc([N+](=O)[O-])c2)cc1Cl	i	-12	i	-29	i	i	-39	i	1.3	6	i
O=C(CCN1CCCCC1)NNC(=O)C12CC3CC(CC(C3)C1)C2	i	3	i	13	i	i	31	i	0.4	4	i
COc1ccc(C2CCCCCN2Cc2nc3ccccc3c(=O)n2CC(N)=O)cc1 (stereo not drawn)	i	4	i	-35	i	i	-7	i	1.9	2	i
CCOc1ccc(C(=O)c2ccncc2)cc1	i	1	i	-16	i	i	-1	i	0.3	-3	i
Cn1c(SCc2ccc([N+](=O)[O-])cc2)nc2c(c1=O)SCC2	i	4	i	-13	i	i	13	i	-0.3	-2	i
Cc1ccc(C(=O)NC2CCN(C(=O)Nc3ccccc3)CC2)cc1	i	-3	i	-1	i	i	2	i	-0.2	-4	i
O=C(O)CC12C[C@H]3C[C@@H](C1)CC(n1ncc(N4CCN(c5ccccc5)CC4)c(Cl)c1=O)(C3)C2	i	-1	i	7	i	i	30	i	0.3	-9	i
O=C(CSC(=S)N1CCCCC1)c1c(F)cccc1F	i	0	i	-135	i	i	-175	i	2.3	4	i
Cc1ccc(C)c(S(=O)(=O)N2CCCOC2CNC(=O)C(=O)NCCC2=CCCCC2)c1 (stereo not drawn)	i	5	i	-19	i	i	-5	i	-0.2	-4	i
CCCCc1c(O)c2cccc3c2n(c1=O)CCC3	i	·	i	·	i	i	-11	i	1.7	-1	i
CCn1cc(/C=N\NC(=O)c2ccc3c(c2)c(C)c(C)n3Cc2ccccc2)c(C)n1	i	-3	i	-53	i	i	25	i	-1.4	10	i
CCOc1ccc(/C=C2\SC(=S)N(C)C2=O)cc1OC	i	-1	i	-17	i	i	-13	i	0.1	0	i
CSc1nc2ccc(NC(=O)c3ccc(F)c(F)c3)cc2s1	i	7	i	-182	i	i	-143	i	2.0	4	i
Cc1ccc(CC(=O)Nc2ccc(Cl)cn2)cc1	i	-2	i	-97	i	i	-101	i	0.7	-1	i
O=C(CCSc1ccc(Cl)cc1)c1cccs1	i	-6	i	-38	i	i	-41	i	-0.1	14	i
O=C(Cn1nnc(-c2cccs2)n1)NCc1ccco1	i	-2	i	-22	i	i	-2	i	0.0	-11	i
COc1cc(OC)c(OC)cc1/C=C/c1cc(C(F)(F)F)[nH]c(=O)n1	i	4	i	-17	i	i	-121	i	-0.3	5	i
CN=C1CC(C)(C)CC(=O)/C1=C(/O)CCCN1C(=O)c2ccccc2C1=O	i	3	i	-5	i	i	20	i	0.0	-2	i

Quoted at random: 3 records from the list.
SMILES	MrgX1 antagonist	IEC-6 cytotox	TRPC4 act	KLF5 inh	TRPC6 inhibitor	TRPC4 PAM	aSyn UTR inh	TRPC6 act	HIF act	SKKanGAS inh	TRPC4 inh
CSc1nc2ccc(NC(=O)c3ccc(F)c(F)c3)cc2s1	i	7	i	-182	i	i	-143	i	2.0	4	i
COc1cc(OC)c(OC)cc1/C=C/c1cc(C(F)(F)F)[nH]c(=O)n1	i	4	i	-17	i	i	-121	i	-0.3	5	i
CN=C1CC(C)(C)CC(=O)/C1=C(/O)CCCN1C(=O)c2ccccc2C1=O	i	3	i	-5	i	i	20	i	0.0	-2	i

(further entries)
SMILES	MrgX1 antagonist	IEC-6 cytotox	TRPC4 act	KLF5 inh	TRPC6 inhibitor	TRPC4 PAM	aSyn UTR inh	TRPC6 act	HIF act	SKKanGAS inh	TRPC4 inh
COc1ccc(-n2cc(CNCCCN3CCCC3=O)c(-c3ccccc3Cl)n2)cc1	i	8	i	7	i	i	-15	i	-0.2	3	i
Fc1ccc2c(c1)C1OCCCC1C(c1ccccc1)N2 (stereo not drawn)	i	-1	i	-14	i	i	20	i	0.4	9	i
COCCNC(=O)C(c1ccc(O)cc1)N(C(=O)CCC(=O)Nc1nccs1)c1ccc(C)cc1 (stereo not drawn)	i	-4	i	4	i	i	6	i	-0.3	-5	i
CC(C)(C)c1cc(NCCCn2ccnc2)n2ncc(-c3ccc(Cl)cc3)c2n1	i	4	i	4	i	i	-109	i	0.9	106*	i
CCOc1ccc(-n2c(O)c(/C=N/NC(=O)C3COc4ccccc4O3)c3ccccc3c2=O)cc1 (stereo not drawn)	i	-5	i	-24	i	i	-4	i	-0.2	73*	i
O=C(NN1C(=O)C2C(C1=O)C1C=CC2C12CC2)c1cccc(Cl)c1 (stereo not drawn)	i	1	i	11	i	i	16	i	0.3	13	i
O=C(Cc1ccccc1)NNC(=O)C1CCN(c2ncccn2)CC1	i	2	i	-14	i	i	-3	i	0.3	-9	i
COc1ccc(C(=O)c2sc(Nc3cccc(OC)c3)c(C(=O)Nc3cccc(C)c3C)c2N)cc1	i	-1	i	-20	i	i	-2	i	0.2	8	i
Cc1ccccc1-n1c(Cn2c(=O)sc3ccccc32)nnc1SCC(=O)N1CCCC1	i	-8	i	-6	i	i	0	i	-0.4	0	i
CCC(=O)N1N=C(c2ccc(C)o2)CC1c1ccc(Br)cc1 (stereo not drawn)	i	-3	i	-12	i	i	-13	i	1.2	4	i
CCCC(=O)Nc1ccccc1NC(=O)CCC	i	1	i	-10	i	i	28	i	-1.2	4	i
COC(=O)[C@@]12CCCN1[C@H](c1ccc(-c3ccccc3)cc1)[C@H]1C(=O)N(C)C(=O)[C@H]12	i	·	i	·	i	i	26	i	-0.1	-1	i
O=C(/C=C/c1cccc([N+](=O)[O-])c1)NCCSc1ccccc1	i	5	i	-30	i	i	-8	i	0.6	-4	i
CCOC(=O)C1CCN(C(=O)Cn2cccc2C(=O)c2ccccc2)CC1	i	-2	i	-15	i	i	20	i	0.0	-3	i
CS(=O)(=O)N(CCc1ccccc1)CC(=O)N1CCN(Cc2ccc3c(c2)OCO3)CC1	i	-3	i	-19	i	i	-21	i	-0.9	-4	i
COc1ccc(C2c3c(ccc4ccccc34)Oc3ncn4nc(CO/N=C/c5ccccc5)nc4c32)cc1 (stereo not drawn)	i	-1	i	-10	i	i	9	i	-0.6	22	i
COC(=O)c1ccc(NCC(=O)N2CCCCCC2)cc1	i	-2	i	-28	i	i	-57	i	-1.1	1	i
CN(CC(=O)NCc1ccncc1)S(=O)(=O)c1cc(Cl)ccc1Cl	i	-6	i	-142	i	i	-17	i	-0.2	0	i
CC1(C)Cc2nc3oc4c(N5CCOCC5)ncnc4c3cc2CO1	i	0	i	2	i	i	31	i	-0.7	-8	i
CCN(CC)c1ccc(NC(=S)Nc2ccc(F)cc2)cc1	·	3	i	-46	i	i	-91	i	3.8	5	i
C=CCn1c(SCn2nnc3ccccc3c2=O)nnc1-c1ccc(F)cc1	i	5	i	10	i	i	4	i	0.0	3	i
Cc1cc(=O)[nH]c(SCCCOc2ccc(F)cc2)n1	i	2	i	-18	i	i	8	i	0.1	-4	i
CC(=O)C1=C(C)OC(N)=C(C#N)C1c1ccncc1 (stereo not drawn)	i	-3	i	1	i	i	-3	i	-0.2	3	i
COC(=O)c1ccccc1C(=O)N1CCCC(CNC(=O)c2ccc(F)cc2)C1 (stereo not drawn)	i	0	i	-44	i	i	-3	i	0.1	7	i
CCOc1ccc(C2C(C(=O)Nc3ccccc3)=C(C)N=c3s/c(=C/c4cccc(OCC(=O)O)c4)c(=O)n32)cc1 (stereo not drawn)	i	-4	i	-14	i	i	-12	i	-0.1	29	i
COc1ccc(C2CCCN2C(=S)Nc2cccc(Cl)c2C)cc1OC (stereo not drawn)	i	-2	i	8	i	i	33	i	-0.3	4	i
COc1cccc(NC(=O)C(=O)NCCCn2ccnc2)c1	i	-2	i	5	i	i	-23	i	1.4	0	i
CCOCCn1c(N(C)Cc2ccccc2)nc2c1c(=O)[nH]c(=O)n2C	i	2	i	-16	i	i	21	i	-0.1	1	i
Cc1cc(OC(=O)c2ccc(S(=O)(=O)N(C)C)cc2)c([N+](=O)[O-])c(=O)[nH]1	i	-2	i	-25	i	i	10	i	0.1	-3	i
O=C(Cc1ccc(Br)cc1)c1ccc(O)cc1O	i	4	i	-104	i	i	-121	i	2.4	6	i
c1ccc(CNc2nc3ccccc3n3cnnc23)cc1	i	6	i	-7	i	i	34	i	-0.3	-1	i
O=S(=O)(Nc1ccccc1Br)c1cccs1	i	2	i	10	i	i	5	i	-0.4	-5	i
Cc1ccsc1/C=N/Nc1ccc(C(=O)O)cc1	i	9	i	63*	i	i	64*	i	-1.0	14	i
CN1CCC(N(C)C(=O)c2ccccc2Nc2ccc(SC(F)F)cc2)CC1	i	0	i	-24	i	i	9	i	·	2	i
CCCCn1cnc2c(sc3nc4c(cc32)CSC(C)(C)C4)c1=O	i	0	i	-103	i	i	-104	i	1.3	-5	i
Cc1ccc(C)c(N(C(=O)CNC(=O)c2ccco2)C(C(=O)NC2CCCC2)c2ccncc2)c1 (stereo not drawn)	i	5	i	-3	i	i	-15	i	-0.3	-1	i
COCCN(C)C(=O)CC1C(=O)NCCN1CC(c1ccccc1)c1ccccc1 (stereo not drawn)	i	4	i	-16	i	i	-11	i	-0.1	-5	i
S=C(Nc1ccccc1Cl)N1CCCCCC1	i	-1	i	-34	i	i	-38	i	1.0	-4	i
COc1ccc(C(=O)N2CCC(c3ccccc3)CC2)c(OC)c1OC	i	-5	i	-8	i	i	15	i	-0.2	1	i
Cc1cccc(NC(=O)CCNC(=O)c2ccco2)c1C	i	3	i	-1	i	i	-2	i	0.6	-2	i
O=C(c1ccc(NC(=S)Nc2ccc(Cl)c(Cl)c2)cc1)N1CCCC1	i	3	i	-3	i	i	-28	i	2.8	12	i
CCOc1ccc(NC(=O)c2ccc(S(=O)(=O)N3CCOCC3)cc2)cc1	i	6	i	12	i	i	-4	i	-0.2	9	i
COC(=O)c1ccc(Oc2ccc3nnc(C)n3n2)cc1	i	2	i	-26	i	i	-22	i	-0.2	1	i
CNc1nnc(CSc2nc3ccccc3s2)s1	i	-4	i	-31	i	i	-88	i	1.4	-3	i
Cc1ccc(NC(=O)c2c(O)c3ccccc3n(C)c2=O)nc1	i	-2	i	-5	i	i	-98	i	3.5	-5	i
COc1ccccc1CNC(=O)Cn1cccc1C(=O)c1ccccc1	i	2	i	-63	i	i	-23	i	1.4	-10	i
O=C(CSc1ccc(Cl)cc1)OCc1nnc(-c2ccccc2)o1	i	-2	i	0	i	i	7	i	-2.2	-1	i
